# NCI-60 one-dose screen, 48 h, at 10 µM unless noted. Numbers give growth in % (100 = growth as untreated, 0 = no growth, -100 = all killed).
# MDA-MB-231 = MDA-MB-231 breast cancer; 5% of 81,000 active
# MDA-MB-435 = MDA-MB-435 melanoma | 7.8% of 82,000 active | AID 1794794
# RPMI-8226 = RPMI-8226 leukemia cells | 7.5% of 77,000 active | AID 1794781
# MCF7 = MCF7 breast cancer | 6.3% of 82,000 active | AID 1794796
# SR = SR leukemia cells. 8.7% of 73,000 active
# K-562 = K-562 leukemia; 7.4% of 78,000 active; AID 1794777
# MDA-MB-468 = MDA-MB-468 breast cancer; 8.5% of 78,000 active
# MOLT-4 = MOLT-4 leukemia cells. 6.9% of 80,000 active
# * hit, by the source's call; / = not tested or not shown; & = joins results of further samples. The calls were made as follows: active = growth percent below 10; inactive = the rest.
SMILES,MDA-MB-231,MDA-MB-435,RPMI-8226,MCF7,SR,K-562,MDA-MB-468,MOLT-4
Cc1cc(N2CCCCC2)nc(NCc2cc(Nc3ccnc4cc(Cl)ccc34)ccc2F)n1,-73*,-87*,-39*,-38*,-21*,-31*,-60*,-25*
O=c1c(O)cccn1CCCNCCCN(CCCn1cccc(O)c1=O)CCCn1cccc(O)c1=O,96,104,131,104,/,117,109,160
CCN1C(=S)NN(C(SC)(SC)C(C#N)C#N)C(SC)C(C#N)=C1N (stereo not given),87,102,112,91,94,89,103,89
Cc1nn(-c2ccccc2)c(N(C)Cc2ccccc2)c1C1CC(c2ccc3c(c2)OCO3)=NN1c1cc(Cl)cc(Cl)c1 (stereo not given),94,99,85,83,86,91,79,83
C#CCOc1cccc(-c2ncnc3cc(NC(=O)C=C)ccc23)c1,16,30,21,13,5.1*,24,-8.8*,31
CC(CCC#N)(CCC#N)C(=O)c1ccccc1,109,107,101,96,104,104,106,98
CCC1(c2ccccc2)NC(=O)NC1=O (stereo not given),98,107,102,100,/,97,94,106
O=C1NC(=S)NC(=O)C1=Cc1ccc(Cl)c([N+](=O)[O-])c1,107,104,118,98,106,103,102,109
Cc1ccc(Cl)cc1NC(=O)OC(C)C (tested in a mixture with another compound),116,103,105,102,93,101,97,100
CC(C)C1=CC2=CC[C@@H]3[C@](C)(CCC[C@@]3(C)C(=O)OCc3cn(Cc4ccccc4)nn3)[C@H]2CC1,96,106,99,94,93,102,98,71
COc1cc(CC(=O)c2ccc(O)c(OC)c2)ccc1O,89,112,98,97,90,89,101,80
CC(=O)Nc1ccc(-n2cnc3ccc(-c4ccc(O)cc4)cc32)cc1,70,45,39,11,16,57,22,11
CN(C)c1ccc(C#Cc2c(F)cccc2Cl)cc1,66,100,91,39,94,96,8.3*,89
CC[C@H](CC[C@@H](C)[C@H]1CC[C@H]2[C@@H]3CC(=O)C4=CC(=O)/C(=C/c5ccco5)C[C@]4(C)[C@H]3CC[C@]12C)C(C)C,95,102,95,87,83,85,104,88
CCOC(=O)C(C#N)C(C#N)c1ccccc1 (stereo not given),110,103,99,98,105,100,89,107
COc1ccc2c(c1)CC/C(=C\Nc1ccc(Cl)cn1)C2=O,91,91,86,87,66,52,101,72
COc1ccc(-c2nnc(Nc3cc(OC)ccc3OC)o2)cc1,115,99,110,98,96,95,117,93
CC1CC(O)CC(C)(C)C1.CC1CC(O)CC(C)(C)C1.CC1CC(O)CC(C)(C)C1.CC1CC(O)CC(C)(C)C1.[Ti] (stereo not given),96,100,97,100,81,98,115,99
CC(=O)OCCn1c2nc(=O)[nH]c(=O)c-2nc2cc(C)c(C)cc21,111&113&109,100&111&94,98&118&95,88&96&100,103&172&90,108&114&147,102&94,95&98
Cc1cccc(NCc2ccccc2)c1,114,105,104,112,93,95,99,99
Cc1cc(N)c(NCC(O)C(O)C(O)CO)cc1C (stereo not given),110,98,96,100,107,117,93,112
O=C(/C=C/c1ccc([N+](=O)[O-])cc1)c1ccc2cccc3c2c1CC3,105,100,133,92,76,89,/,154
Clc1nc2ccccc2cc1-c1nc2ccccc2o1,87,105,95,91,109,97,107,111
COc1cc([C@@H]2c3cc4c(cc3[C@H](O)[C@H]3COC(=O)[C@H]23)OCO4)cc(OC)c1OC,10,-30*,30,5.8*,-1.7*,/,-17*,-6.1*
COc1ccc(C2c3cccn3-c3ccccc3N2C(C)=O)cc1 (stereo not given),103,57,86,116,74,42,94,1.1*

# Part of the list above, set out differently:
SMILES	MDA-MB-231	MDA-MB-435	RPMI-8226	MCF7	SR	K-562	MDA-MB-468	MOLT-4
CC(=O)Nc1ccc(-n2cnc3ccc(-c4ccc(O)cc4)cc32)cc1	70	45	39	11	16	57	22	11
CN(C)c1ccc(C#Cc2c(F)cccc2Cl)cc1	66	100	91	39	94	96	8.3*	89
CC[C@H](CC[C@@H](C)[C@H]1CC[C@H]2[C@@H]3CC(=O)C4=CC(=O)/C(=C/c5ccco5)C[C@]4(C)[C@H]3CC[C@]12C)C(C)C	95	102	95	87	83	85	104	88
CCOC(=O)C(C#N)C(C#N)c1ccccc1 (stereo not given)	110	103	99	98	105	100	89	107

# Single records, as listed above. Order of values: MDA-MB-231, MDA-MB-435, RPMI-8226, MCF7, SR, K-562, MDA-MB-468, MOLT-4
# `Cc1cc(N2CCCCC2)nc(NCc2cc(Nc3ccnc4cc(Cl)ccc34)ccc2F)n1` across the screens: -73*, -87*, -39*, -38*, -21*, -31*, -60*, -25*
# `COc1ccc2c(c1)CC/C(=C\Nc1ccc(Cl)cn1)C2=O` across the screens: 91, 91, 86, 87, 66, 52, 101, 72
# `CN(C)c1ccc(C#Cc2c(F)cccc2Cl)cc1` across the screens: 66, 100, 91, 39, 94, 96, 8.3*, 89

# Next part
SMILES,MDA-MB-231,MDA-MB-435,RPMI-8226,MCF7,SR,K-562,MDA-MB-468,MOLT-4
c1ccc2c(-c3nc(-c4c[nH]c5ncccc45)cs3)c[nH]c2c1,80,85,77,83,/,106,108,86
S=C(Sc1ccc(Cl)cc1)Sc1ccc(Cl)cc1,-29*,20,-47*,24,-46*,-44*,-38*,-25*
O=c1[nH]cnc2cccc(Cl)c12,93,108,97,95,94,97,/,106
ClC1=C(Cl)C(Cl)=C(Cl)C1=C/C=C/c1ccccc1,-17*,-29*,/,-20*,-43*,-19*,-50*,-24*
Clc1ccccc1CSc1cnnc2ccccc12,78,100,91,91,85,83,79,79
NC(=S)N/N=C\c1nccc2c(C(F)(F)F)cccc12,49,33,-14*,10,-29*,5.1*,-65*,-40*
O=C1NC(=O)C(=Cc2cc(-c3ccc([N+](=O)[O-])cc3)n(-c3ccccc3)n2)C(=O)N1,95,95,85,88,98,93,100,100
O=C(Nc1ccccc1Cl)c1ccccc1,108,103,106,94,95,99,106,111
O=C1OC(c2ccccc2)(c2ccc(O)cc2)c2ccccc21 (stereo not given),110,113,105,118,115,98,111,110
CCN(CC)Cc1cc(C=C2C(=O)NC(=O)NC2=O)cc(OC)c1O,95,107,106,99,96,101,110,103
CCOC(=O)c1noc2c1CCc1c-2cn(Cc2ccccc2)c1-c1ccccc1,119,101,49,69,70,31,92,47
COc1ccc(Cn2cc(Cn3c(=O)c(-c4nc5ccccc5[nH]4)cc4ccccc43)nn2)cc1OC,89,108,114,86,93,103,97,96
O=C(NCCn1cc(C(O)c2cn(Cc3ccccc3)c3ccccc23)nn1)c1ccc(Cl)cc1 (stereo not given),102,103,83,94,81,80,92,81
CC1N(C(=O)Nc2ccc(Cc3ccc(NC(=O)N4C(C)C4(C)C)cc3)cc2)C1(C)C (stereo not given),100,98,80,101,89,83,100,89
CCN(CC)CCCCO,95,101,112,97,101,101,99,102
NC(N)=Nc1ccc2ccccc2c1,99,107,83,98,82,66,91,68
Cc1ccn2c(-c3csc(Nc4cccc(O)c4)n3)c(C)nc2c1,-1.8*,-35*,-4.7*,6.1*,-25*,2.6*,-33*,-7.6*
OC(c1cc(C(F)(F)F)nc2c(Cl)cc(Cl)cc12)C1CCCCN1 (stereo not given),55,78,83,50,71,52,34,74
COc1ccc(C(=O)NC(=O)Nc2ccc3c(c2)NC(=O)/C3=C\c2[nH]c(C)c(C(=O)O)c2C)cc1,87,85,83,75,34,79,76,25
COc1ccc(C(=O)N2c3ccccc3Sc3ccccc32)c(F)c1,53,-38*,19,24,23,13,-14*,27
CCOCC(O)c1ccccc1 (stereo not given),102,112,100,93,97,99,89,105
CC(C)N(C)C1=CC(=O)C(N(C)C(C)C)=CC1=O,102,113,98,100,138,136,106,124
N#Cc1c(N)nnn1Cc1cc(=O)oc2ccc(Cl)cc12,93,98,100,89,98,87,95,100
CCn1cc(CNc2ccc(C(=O)Nc3cc4cc(OC)c(OC)cc4c(C)n3)cc2)c(C)n1,75,48,-0.5*,30,33,16,23,9.9*
FC(F)Oc1ccc(C(Nc2cccc(Cl)c2)c2nnnn2C2CCCCC2)cc1OCC1CC1 (stereo not given),79,99,56,64,87,68,72,66
# Following part.
SMILES,MDA-MB-231,MDA-MB-435,RPMI-8226,MCF7,SR,K-562,MDA-MB-468,MOLT-4
CC12CC(C#N)CCC1O2 (stereo not given),104,121,106,98,99,101,111,96
COC(=O)[C@H](Cc1ccccc1)NC(=O)[C@@H](OC)[C@@H]1Cc2cc3cc(OC4CC(OC5CC(O)C(O)C(C)O5)C(O)C(C)O4)c(C)c(O)c3c(O)c2C(=O)[C@H]1OC1CC(OC2CC(OC3CC(C)(O)C(O)C(C)O3)C(O)C(C)O2)C(O)C(C)O1 (stereo not given in full),-9.0*,-69*,-17*,3.2*,7.9*,5.6*,-37*,-5.8*
O=C(O)c1cc(N2C(=O)/C(=C\c3ccc(-c4ccccc4F)o3)SC2=S)ccc1O,107,105,108,87,128,102,110,101
Cc1cc(NS(=O)(=O)c2ccc(NCc3nc4ccccc4c(=O)[nH]3)cc2)no1,96,100,101,101,108,102,99,96
CCCCn1c(=O)c(C2=NC(c3ccc(F)cc3)=C2)cc2ccc(Cl)cc21,57,96,/,75,67,84,90,92
Cc1c2cnccc2c(C)c2c1oc1ccccc12,111,92,/,44,21,77,83,3.5*
COc1ccc(/C=C(/C(=O)c2ccc(OC)cc2)S(=O)(=O)c2ccc(C)cc2)cc1,102,95,100,106,93,101,100,89
CCCCCCCCCC1=NC(C)(C)CN1C(C)(C)CO,88,110,81,95,/,-25*,70,16
CN(C)CC/C=C1/c2ccccc2COc2ccccc21,95&84,105&97,100&85,106&96,129&85,121,95&65,127&82
CC1(C)CC(N2CCOCC2)=CC(=S)N1,96,104,94,101,107,108,97,106
O=C(Nc1cccc(-c2nc(-c3ccc(NC(=O)c4cccs4)cc3Cl)no2)c1)Nc1ccc(NC(=O)C2CC2)c(C(F)(F)F)c1,-58*,/,/,-40*,-26*,-11*,-85*,-4.8*
COc1ccc(NC(=O)[C@@H]2C[C@H]2c2ccccc2)c(C(N)=O)c1,88,52,100,98,78,72,101,92
CN(C)CCOc1ccc(C(=O)C(=O)N2CCCCC2)cc1,105,106,98,99,97,102,104,98
O=C(/C=C/c1ccccn1)c1ccccc1O,96&70,75&58,-0.8*,37&38,4.8*,/,70&42,42
COc1cc(-c2nc(C(=O)NCCCCC(=O)O)nn2-c2ccc(Cl)cc2)cc(OC)c1OC,94,108,105,94,/,/,107,/
COc1ccc(S(=O)(=O)n2ccc(-c3ccc(OC(C)C)cc3)n2)cc1,93,95,71,94,76,54,69,87
O=C(/C=C/c1ccc2c(c1)OCO2)OC/C=C/c1ccc2c(c1)OCO2,93,104,100,97,122,123,99,109
CC(CC(c1ccccc1)c1ccccc1)[N+](C)(C)C (stereo not given),/,102,107,88,81,106,99,102
CC/C=C(\CC)C(=O)O,102,99,101,95,105,111,98,102
CCOC(=O)NCCCC(=O)NCCc1ccccc1,108,109,110,98,106,106,105,101
Cc1cc(C(=O)Nc2sc3c(c2C(N)=O)CCC(=O)C3)ccn1,100,102,98,97,90,/,101,/
COC(=O)/C(=N\Nc1nnc(C)n1N)C(C#N)c1ccc(Cl)cc1 (stereo not given),109,106,96,105,102,102,93,97

# Filtered by structure: those above with fluorine
SMILES,MDA-MB-231,MDA-MB-435,RPMI-8226,MCF7,SR,K-562,MDA-MB-468,MOLT-4
Cc1cc(N2CCCCC2)nc(NCc2cc(Nc3ccnc4cc(Cl)ccc34)ccc2F)n1,-73*,-87*,-39*,-38*,-21*,-31*,-60*,-25*
CN(C)c1ccc(C#Cc2c(F)cccc2Cl)cc1,66,100,91,39,94,96,8.3*,89
NC(=S)N/N=C\c1nccc2c(C(F)(F)F)cccc12,49,33,-14*,10,-29*,5.1*,-65*,-40*
OC(c1cc(C(F)(F)F)nc2c(Cl)cc(Cl)cc12)C1CCCCN1 (stereo not given),55,78,83,50,71,52,34,74
COc1ccc(C(=O)N2c3ccccc3Sc3ccccc32)c(F)c1,53,-38*,19,24,23,13,-14*,27
FC(F)Oc1ccc(C(Nc2cccc(Cl)c2)c2nnnn2C2CCCCC2)cc1OCC1CC1 (stereo not given),79,99,56,64,87,68,72,66
O=C(O)c1cc(N2C(=O)/C(=C\c3ccc(-c4ccccc4F)o3)SC2=S)ccc1O,107,105,108,87,128,102,110,101
CCCCn1c(=O)c(C2=NC(c3ccc(F)cc3)=C2)cc2ccc(Cl)cc21,57,96,/,75,67,84,90,92
O=C(Nc1cccc(-c2nc(-c3ccc(NC(=O)c4cccs4)cc3Cl)no2)c1)Nc1ccc(NC(=O)C2CC2)c(C(F)(F)F)c1,-58*,/,/,-40*,-26*,-11*,-85*,-4.8*

# Source: PubChem BioAssay
